Assay outcomes deposited in PubChem BioAssay by National Center for Advancing Translational Sciences (NCATS).
HT1080 IDH1KD tx – qHTS for induction of synthetic lethality in tumor cells producing 2HG: qHTS for the HT-1080-IDH1KD cell line. HT-1080 IDH1 knockdown viability, ATP luminescence, 48 h. Potency, µM (doses to about 46.1 µM), for the others: at the top dose activity, negative = toxicity, actives largely listed as cytotoxic. actives 2% (n = 360,000);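 also: potency is read from the fitted curve at half-maximal effect; 0% = DMSO wells and -100% = cell-free medium wells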
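Cytotoxicity counter-line: IDH1KD HT-1080, 48 h, CellTiter-Glo. Curves classed by r2, magnitude and activity.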
D3 ag – qHTS of D3 Dopamine Receptor Agonist: qHTS | D(3) dopamine receptor (Homo sapiens), P35462 | D3R DiscoveRx beta-arrestin cells, luminescence, 90 min | max activation, % | actives 0.58% (n = 410,000) | AID 652048, 2013; in the data active = max activation above about 30%; also: 0% is about no effect; mostly tested at two doses, the higher about 12 µM
Target sequence (P35462 whole entry, looked up): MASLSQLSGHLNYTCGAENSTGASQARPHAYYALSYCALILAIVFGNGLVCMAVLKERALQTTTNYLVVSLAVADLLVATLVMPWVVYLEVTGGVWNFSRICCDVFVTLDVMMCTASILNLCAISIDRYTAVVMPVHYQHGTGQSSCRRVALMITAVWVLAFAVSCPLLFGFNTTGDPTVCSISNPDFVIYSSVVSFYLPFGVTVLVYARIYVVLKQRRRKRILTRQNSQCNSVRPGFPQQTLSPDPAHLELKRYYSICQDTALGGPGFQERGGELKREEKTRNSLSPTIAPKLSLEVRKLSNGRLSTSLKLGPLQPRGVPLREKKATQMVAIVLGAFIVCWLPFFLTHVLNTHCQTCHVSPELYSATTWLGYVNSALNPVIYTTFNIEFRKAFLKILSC
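Cells at 1500/well, incubated overnight, then treated with pinned compounds (dopamine as control) for 90 min at 37 degrees C. DiscoveRx reagent added for 30 - 60 minutes at room temperature; luminescence read.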
MCF10A rerep – A quantitative high throughput screen for small molecules that induce DNA re-replication in MCF 10a normal breast cells; MCF 10A DNA re-replication, Hoechst nuclear intensity, 48 h; Potency, µM (doses to about 46.1 µM), for inactives: top-dose activity, positive = re-replication, hits mostly activators; actives 2.9% (n = 350,000); AID 624296, 2012; also: potency is read from the fitted curve at half-maximal effect; % of control where 0% means no effect; nearly all actives have a fitted effect of over 50% in size
HEK293 tox – qHTS of GLP-1 Receptor Inverse Agonists: Cytotox Screen; Potency, µM (highest dose often 38.3 µM), inactives show top-dose activity change, negative = inhibition, hits mostly inhibitors; HEK293 cAMP-luciferase reporter cells, luminescence, 24 h; actives 0.13% (n = 410,000);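 also: loss of luciferase light is scored as toxicity; potency is read from the fitted curve at half-maximal effect; % is scaled to controls: 0 for no effect and ±100 for the full control effect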
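A 23 nL compound transfer followed 12 hours of cell culture at 37 deg C; exposure then lasted 24 hr. Luciferase assay detection reagent was dispensed and plates read for luminescence after a 12 min room-temperature wait.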
HT1080-NT tox – qHTS for induction of synthetic lethality in tumor cells producing 2HG: qHTS for the HT-1080-NT fibrosarcoma cell line; AID 686970, 2013; HT-1080-NT fibrosarcoma viability, CellTiter-Glo ATP luminescence, 48 h; Potency, µM (titrated, usually from 46.1 µM), inactives show at the highest dose activity, negative = less viability, usual class: cytotoxic; actives 1.6% (n = 360,000);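 also: NT is the 2HG producing partner of a matched IDH1 knockdown line; potency is read from the fitted curve at half-maximal effect; 0% = DMSO-treated cells and -100% = media-only wells without cells; nearly all actives have a fitted effect of over 55% in size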
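Luminescent CellTiter-Glo readout after 48 hours of compound exposure at 37 degrees C defined viability of HT-1080-NT cells. Activity was normalized to DMSO wells and cell-free media wells; concentration-response curves were fitted and assigned curve classes.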
KB-V1 MDR tox – qHTS assay for MDR1-selective chemotherapeutics: Primary screen using the drug-selected MDR subline cells KB-V1; AID 1347076, 2019; actives 3.4% (n = 400,000); KB-V1 MDR cells viability, CellTiter-Glo, 72 h; Potency, µM (top dose mostly 46.1 µM), for the others: at the top dose activity change, negative = cytotoxicity, actives largely listed as cytotoxic; also: potency is read from the fitted curve at half-maximal effect; % is scaled to controls: 0 for no effect and ±100 for the full control effect; nearly all actives have a fitted effect of over 60% in size
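KB-V1, DMEM (no phenol red) + 10% FBS; cpd pin-transferred, titration series; 72 h, 37 degrees C; CellTiter-Glo, luminescence. Data normalized, curve-fit.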
IL1B secr inh – qHTS for Inhibitors of Inflammasome Signaling: IL-1-beta AlphaLISA Primary Screen | activity change, % at 57.5 µM | THP-1 LPS/ATP IL-1B secretion, AlphaLISA, 16 h; hits give low values | AID 743279, 2014 | actives 4.7% (n = 360,000); in the data active = activity change below about -50%; inconclusive = mostly about -30% to -49%; also: % is scaled to controls: 0 for no effect and ±100 for the full control effect
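THP-1 cells pretreated 1 hr with compounds (up to 57.5 uM final), then stimulated with LPS (250 ng/mL final) plus ATP (1.25 mM final); secreted IL-1B measured by AlphaLISA after 16 hr, decreased signal indicating inhibition.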
SW480 rereplic – A quantitative high throughput screen for small molecules that induce DNA re-replication in SW480 colon adenocarcinoma cells. Potency, µM (top dose mostly 46.1 µM), for the others: at the highest dose re-replication activation, most hits filed as activators. SW480 DNA re-replication, Hoechst DNA content imaging, 48 h. actives 1.8% (n = 340,000); also: potency is read from the fitted curve at half-maximal effect; % of control where 0% means no effect; nearly all actives have a fitted effect of over 55% in size
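Cells (250 per well) received 23 nL compound or DMSO by pin tool and were kept 48 hr at 37 C, 5% CO2. Nuclei were then stained with Hoechst for 40 min and scanned for DNA content.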
KB-3-1 tox – qHTS assay for MDR1-selective chemotherapeutics: Primary screen using the parental adenocarcinoma cell KB-3-1 | KB-3-1 viability, CellTiter-Glo ATP luminescence, 72 h | Potency, µM (doses to about 46.1 µM), without a hit: at the top dose activity change, negative = cytotoxic, actives largely listed as cytotoxic | actives 1.4% (n = 400,000) | AID 1347075, 2019; also: potency is read from the fitted curve at half-maximal effect; % is scaled to controls: 0 for no effect and ±100 for the full control effect; nearly all actives have a fitted effect of over 60% in size
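KB-3-1 parental drug-naive adenocarcinoma cells in DMEM/10% FBS, incubated 72 h at 37 C with pin-transferred compounds across a concentration series. Viability by CellTiter-Glo luminescence; concentration-response curves fitted after normalization.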
The depositor's hits bear a star; u = inconclusive; x = no result given; & = joins results of further samples; [ ] = dose if it differs, or a comment. Unless noted, calls follow the shape of the dose curve; as a rule, active = well fitted curve in the direction sought with a large enough effect; inconclusive = small, poorly fitted or top-dose-only effect, or another doubt; inactive = no such curve, though single readings can be large; an effect the other way counts as inactive or inconclusive.

SMILES	HT1080 IDH1KD tx	D3 ag	MCF10A rerep	HEK293 tox	HT1080-NT tox	KB-V1 MDR tox	IL1B secr inh	SW480 rereplic	KB-3-1 tox
Cc1ccc(C(=O)NCC(=O)OC(C)C(=O)Nc2ccc(N(C)C)cc2)s1 (stereo not drawn)	-1%	-1	30%	16%	-9%	-4%	-17	u	-7%
CC1CCN(S(=O)(=O)c2ccc3c(ccn3CCC(=O)NC(C)C)c2)CC1	12%	-16	-3%	1%	-4%	u	5	4%	u
CCCCCOc1ccccc1C(=O)NCC(=O)O	9%	2	-14%	6%	2%	1%	8	-7%	9%
COc1ccc(S(=O)(=O)N2CCOC23CCN(S(=O)(=O)c2ccccc2)CC3)cc1	9%	3	6%	5%	17%	-14%	11	7.3µM*	-5%
O=C(NCC(F)(F)F)Nc1ncccn1	6%	1	u	-7%	5%	13%	4	-3%	-5%
O=C(CCCSc1ccc(Cl)cc1)Nc1cc(S(=O)(=O)N2CCOCC2)ccc1O	-6%	-12	28%	-4%	-9%	0%	28	-5%	16%
CC(=O)c1cc2c(cc1N/C(=N/S(=O)(=O)c1ccc(C)cc1)c1ccc(F)cc1)OCO2	x	-10	x	0%	x	3%	x	x	2%
O=C(Nc1cccnc1)c1ccc2nc(-c3ccccc3)c(-c3ccccc3)nc2c1	2%	5	u	-16%	-1%	u	-10	-32%[inhibitor]	-3%
CCS(=O)(=O)c1ccc(O)c(NC(=O)Nc2cccc3ccccc23)c1	-15%	3	7%	0%	-1%	u	43	-2%	-4%
NS(=O)(=O)c1ccc(-c2ccc(C=O)o2)cc1	3%	-4	-4%	-8%	-12%	4%	-8	-3%	1%
O=C(O)CCCN1C(=O)C2C3CCC(C3)C2C1=O (stereo not drawn)	2%	3	x	5%	1%	u	23	x	5%
O=C(c1oc(=O)c2ccccc2c1-c1ccccc1)N1CCN(C2CCCCC2)CC1	-7%	-10	-3%	1%	-6%	0%	4	0%	5%
O=C(OC1CCOC1=O)c1cc(Cl)ccc1[N+](=O)[O-] (stereo not drawn)	8%	1	0%	-3%	4%	0%	1	3%	0%
COc1ccccc1NC(=O)CCCc1nc(-c2ccc(OC)c(OC)c2)no1	-1%	3	3%	10%	-1%	-3%	0	-4%	-10%
NC[C@H]1O[C@H](O[C@H]2[C@H](O)[C@@H](O[C@H]3O[C@H](CO)[C@@H](O)[C@H](N)[C@H]3O)[C@H](N)C[C@@H]2N)[C@H](N)C[C@@H]1O	5%	-5&4	-7%	3%	25%	9%	-5	-54%[inhibitor]	0%
CC(=O)C(Cc1cnc(Cl)s1)(Cc1cnc(Cl)s1)C(C)=O	-1%	-1	0%	15%	1%	-13%	0	8%	-2%
COc1cccc(-c2cccc(NC(=O)C3CCN(Cc4ccon4)CC3)c2)c1	12%	-2	13%	-19%	2%	21%	-6	-4%	0%
CC(C)c1nnc(NC(=O)CCC(=O)NC2CCCCCCC2)s1	6%	-4	u	20%	7%	1%	1	-1%	-8%
COc1ccc(OC)c(C2CC(=O)c3c([nH]c(C(=O)OCC4CCCO4)c3C)C2)c1 (stereo not drawn)	-15%	-3	15µM*	-7%	-11%	u	-21	u	9.2µM*
CN(CC(=O)O/N=C(\N)c1ccccn1)S(=O)(=O)c1cc(Cl)ccc1Cl	4%	1	2%	-7%	0%	u	0	-4%	-7%
Cn1cnnc1SCC(=O)Nc1ccc(Cl)cn1	8%	3	1%	0%	1%	3%	13	1%	14%
O=C(CCS(=O)(=O)c1ccc(Cl)cc1)Nc1nnc(-c2ccco2)o1	-9%	0	u	-13%	-7%	-23%	-81*	u	4%
O=C1NC2(CCCCC2)C(=O)N1CCN1C(=O)c2ccccc2C1=O	0%	1	13%	2%	7%	14%	20	-4%	-1%
Cc1ccc(S(=O)(=O)N2CCCc3cc(NS(=O)(=O)c4cccc(Cl)c4)ccc32)cc1	x	8	x	-12%	x	-6%	x	x	-3%
O/N=C(/CN(O)/C=C1/C=CC=N1)c1cccs1	2%	-1	-8%	-9%	2%	25%	10	0%	-1%
COC/C=C/C1=CC2=CC(=O)C(C)(OC(=O)c3cnc4ccccc4n3)C(=O)C2=CN1CC1CC1 (stereo not drawn)	4%	18	0%	-12%	1%	23%	3	4%	0%
Cc1ccc(Cn2c(=O)n(CCCCC(=O)NCc3ccccc3Cl)c(=O)c3ccccc32)cc1	x	1	x	1%	x	u	x	x	u
CN(C)c1ccc(C=C2C(=O)OC(C)(C(C)(C)C)OC2=O)cc1 (stereo not drawn)	19%	-1	-19%	74%[activator]	13%	u	-9	2%	-11%
CC1=C(C(=O)N2CCCCCC2)C2(CCC(C)CC2)OC1=O (stereo not drawn)	-16%	-10	-1%	u	-4%	-13%	-9	-16%	-5%
Cc1ccc(C)c(CSc2cn(CCNC(=O)c3cccs3)c3ccccc23)c1	x	4	x	2%	x	-4%	x	x	-13%
CC(C)c1ccc(OC(=O)c2ccc3c(=O)n4c(nc3c2)CCC4)cc1	3%	0	5%	6%	-2%	-4%	-2	1%	5%
CN(C)CCC(C(=O)c1ccccc1)c1cccnc1 (stereo not drawn)	20%	2	-3%	2%	10%	-23%	-3	0%	1%
O=C1OCC2=C1C(c1ccccc1)CC(=O)N2c1ccccc1 (stereo not drawn)	10%	3	-11%	9%	16%	-1%	-11	-8%	10%
CSCCC(NC(=O)COc1ccccc1)C(=O)Nc1ccc(C)cc1 (stereo not drawn)	-4%	-27	6%	-6%	6%	-13%	-6	3%	1%
O=C(c1ccco1)N1CCN(C(=O)C2Cc3ccccc3CN2S(=O)(=O)c2ccc(F)cc2)CC1 (stereo not drawn)	16%	6	u	-5%	7%	-3%	-16	-7%	-9%
COc1ccc(Cl)cc1N(CC(=O)NC(C(C)C)C(C)C)S(C)(=O)=O	18%	2	0%	1%	1%	-23%	8	3%	6%
CCOC(=O)C1=C(Nc2ccc(OC)cc2)C(N)=NC1=N	5.2µM*	-12	x	-26%	2.3µM*	1.8µM*	59	x	u
CC(C)(C)c1ccccc1OCCN1CCCC1	2%	-26	-5%	-5%	0%	-17%	6	0%	-8%
COc1ccc(-n2nnc3c(=O)n(CC(=O)N4CCCCC4)cnc32)cc1	0%	-5	-2%	3%	-2%	-2%	20	-5%	2%
CCn1ccnc1C(O)c1ccc(N(C)C)cc1 (stereo not drawn)	8%	2	-5%	10%	-2%	-7%	7	-11%	-2%
Cc1ccc(S(=O)(=O)Nc2ccccc2CNc2c(C)n(C)n(-c3ccccc3)c2=O)cc1	6%	2	-7%	5%	0%	-12%	-5	20%	4%
CC(C)[C@@H]1NC(=O)c2cc([N+](=O)[O-])cc(I)c2OCC[C@@H](C(N)=O)NC(=O)[C@H](CCC(=O)O)NC1=O	7%	-5	-11%	-31%	8%	26%	5	-3%	16%
COc1ccc(Cc2nnc(NC(=O)c3ccccc3)s2)cc1OC	-10%	5	-1%	-6%	6%	-3%	26	-5%	6%
O=C(Nc1ccccc1C(=O)N1CCCCCC1)c1ccc(F)cc1	-3%	1	-23%	3%	9%	-18%	27	-9%	9%
COc1ccc(CCNC(=O)c2cc(C(=O)c3cc(C)ccc3O)cn(CCc3ccc(OC)cc3)c2=O)cc1	3%	31*	u	-19%	0%	u	0	7%	-2%
CCN(CCCNC(=O)Cn1ncc2c3ccccc3n(C)c2c1=O)c1cccc(C)c1	x	2	x	-10%	x	-21%	x	x	-6%
COc1ccccc1-c1nn(CCC(=O)Nc2ccccc2)c2nc(C)cc(C)c12	x	-14	x	1%	x	-4%	x	x	-5%
COc1ccc(-c2nc(CS(=O)CC(=O)NC3CCCc4ccccc43)c(C)o2)cc1OC (stereo not drawn)	0%	4	0%	-42%	-1%	-10%	-17	-2%	5%

Compound profiles, from the list above. Order of values: HT1080 IDH1KD tx	D3 ag	MCF10A rerep	HEK293 tox	HT1080-NT tox	KB-V1 MDR tox	IL1B secr inh	SW480 rereplic	KB-3-1 tox
CC(C)[C@@H]1NC(=O)c2cc([N+](=O)[O-])cc(I)c2OCC[C@@H](C(N)=O)NC(=O)[C@H](CCC(=O)O)NC1=O in the list: 7%	-5	-11%	-31%	8%	26%	5	-3%	16%
COc1ccccc1-c1nn(CCC(=O)Nc2ccccc2)c2nc(C)cc(C)c12 in the list: x	-14	x	1%	x	-4%	x	x	-5%
CCN(CCCNC(=O)Cn1ncc2c3ccccc3n(C)c2c1=O)c1cccc(C)c1 in the list: x	2	x	-10%	x	-21%	x	x	-6%

Additional records follow:
SMILES	HT1080 IDH1KD tx	D3 ag	MCF10A rerep	HEK293 tox	HT1080-NT tox	KB-V1 MDR tox	IL1B secr inh	SW480 rereplic	KB-3-1 tox
COc1ccccc1-c1cc(C(=O)N2CCCC2)no1	-12%	6	-11%	15%	-6%	u	-6	-5%	0%
COc1ccc(S(=O)(=O)NC(CC(=O)NCc2ccccc2OC)c2ccco2)cc1 (stereo not drawn)	8%	6	-9%	-4%	8%	u	-17	-1%	25%
N/C(=N\NS(=O)(=O)c1cc(C(F)(F)F)cc(C(F)(F)F)c1)c1ccccn1	-30%	5	0%	-7%	-17%	u	9	-6%	-3%
Cc1ccc(C2CC(c3ccc(Cl)cc3)=NNC2=O)cc1 (stereo not drawn)	-3%	0	14%	0%	-4%	-14%	-13	-5%	-2%
COc1cccc(NC(=O)CSc2nnc(-c3cccnc3)o2)c1	1%	0	10%	16%	-7%	-2%	11	-2%	14%
COc1ccc(/C=N\NC(=O)c2ccc([N+](=O)[O-])cc2)cc1COc1c(F)c(F)cc(F)c1F	-4%	-12	0%	0%	-2%	-7%	-23	-23%	-21%
